mcGAS RapidFire: mouse cGAS inhibition by mass spec | recombinant mouse cGAS, cGAMP by RapidFire MS | inhibition, % at 12.5 µM | 130,000 compounds, 0.18% hits | AID 1259397;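 active = inhibition of cGAS enzyme activity at or above 60%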;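 note: enzyme stimulated by 45 bp dsDNA with ATP and GTP substrates; cGAMP share of summed cGAMP plus half ATP and half GTP signals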
Target sequence (Q8C6L5 whole entry, looked up): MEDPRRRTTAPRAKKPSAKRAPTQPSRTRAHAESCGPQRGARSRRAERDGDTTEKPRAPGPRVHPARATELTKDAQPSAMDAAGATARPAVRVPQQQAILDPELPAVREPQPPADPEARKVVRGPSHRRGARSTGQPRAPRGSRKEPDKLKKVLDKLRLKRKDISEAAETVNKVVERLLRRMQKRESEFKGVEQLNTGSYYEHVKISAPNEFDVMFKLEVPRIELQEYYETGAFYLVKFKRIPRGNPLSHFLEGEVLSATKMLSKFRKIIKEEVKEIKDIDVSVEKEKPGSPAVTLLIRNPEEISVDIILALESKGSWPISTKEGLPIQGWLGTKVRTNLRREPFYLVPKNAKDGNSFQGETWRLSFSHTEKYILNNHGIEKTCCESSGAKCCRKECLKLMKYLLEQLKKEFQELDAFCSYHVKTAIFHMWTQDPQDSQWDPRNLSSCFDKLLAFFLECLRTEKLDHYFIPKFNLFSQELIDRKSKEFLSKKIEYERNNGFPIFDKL
* hit, by the source's call; & = joins results of further samples.

How did COC(=O)CC1C(=O)NCCN1S(=O)(=O)c1c(C)cc(C)cc1C (stereo not drawn) do in these assays?
mcGAS RapidFire: -1

What do the screens show for `Cc1ccncc1NC(=O)c1ccc(Br)cc1F`?
mcGAS RapidFire: -9

How did S=C(Nc1ccc(N2CCOCC2)cc1)NC1CC2CCC1C2 (stereo not drawn) do in these assays?
mcGAS RapidFire: -8

Results for O=C(OCc1nc2ccccc2c(=O)[nH]1)c1cc2c(s1)CCCC2 ?
mcGAS RapidFire: -4

How did N#Cc1c[nH]c(C(=O)N2CCCC2C(=O)NCc2ccco2)c1 (stereo not drawn) do in these assays?
mcGAS RapidFire: 1

How did CC(C)c1ncc(-c2cc(C(=O)N(C)C(C)C)c3ccccc3n2)cn1 do in these assays?
mcGAS RapidFire: -14

Results for CCOC(=O)Cc1c(C)nc2c(-c3ccccc3)c(C)[nH]n2c1=O ?
mcGAS RapidFire: 12

Results for CN(C)C1(CNC(=O)c2ccc[nH]c2=O)Cc2ccccc2C1 ?
mcGAS RapidFire: -8

What do the screens show for `CNC(=O)c1cccc(NC(=O)CC2(C)N=C(c3ccc(C(C)C)cc3)N(C)O2)c1` (stereo not drawn)?
mcGAS RapidFire: -6

What do the screens show for `Oc1oc(-c2cccc3ccccc23)nc1C=Nc1nccs1`?
mcGAS RapidFire: 12

What do the screens show for `NC(=O)NC(=O)CSc1c(Cl)cccc1Cl`?
mcGAS RapidFire: 0

How did CC1(C(=O)NS(=O)(=O)c2ccccc2C(F)(F)F)CCN1C(=O)CC1CCCC1 (stereo not drawn) do in these assays?
mcGAS RapidFire: 2

What do the screens show for `CCN(CC)S(=O)(=O)c1ccc(NN=C(C)c2ccc[nH]2)nc1`?
mcGAS RapidFire: 2

How did Cc1c(C(=O)NCC(C)C)c(C(F)(F)F)nn1C1CCCN(C)C1 (stereo not drawn) do in these assays?
mcGAS RapidFire: -4

What do the screens show for `COC(=O)c1ccc(CN2CCC(CO)(CCOc3ccccc3)CC2)cc1`?
mcGAS RapidFire: -3

Results for CC(NC(=O)NCC1(C)CCCS1)c1csc(C2CC2)n1 (stereo not drawn) ?
mcGAS RapidFire: 0

How did CC(c1cccc(-c2cc(N3CCOCC3)nc(N)n2)c1)N1CCCC1 (stereo not drawn) do in these assays?
mcGAS RapidFire: -12

How did CN1CCN2CCN(C/C=C/c3ccco3)CC2C1=O (stereo not drawn) do in these assays?
mcGAS RapidFire: -17

Results for Nc1cc(=O)[nH]c(SCCOc2c(Cl)cccc2Cl)n1 ?
mcGAS RapidFire: -12

Results for OCC(F)(F)C(F)(F)C(F)(F)C(F)(F)CO ?
mcGAS RapidFire: -1

What do the screens show for `O=C(c1ccccc1OC1CCN(Cc2cccc(F)c2F)CC1)N1CCCC1`?
mcGAS RapidFire: 0

Results for Cc1nc(C(F)(F)F)ccc1C(=O)OCC(=O)Nc1cc(C(C)C)no1 ?
mcGAS RapidFire: 2

Results for CC(=O)c1ccc(NC(=O)c2ccc(OCc3noc(C)n3)cc2)cc1 ?
mcGAS RapidFire: -3

How did Clc1ccc(C2CC(c3cccc4ccccc34)n3ncnc3N2)cc1 (stereo not drawn) do in these assays?
mcGAS RapidFire: -3

What do the screens show for `O=C(CCCC(=O)NCc1ccco1)NCc1ccoc1`?
mcGAS RapidFire: -6

How did CC(OCC1CC1)C(=O)NCC1(C)CCCS1 (stereo not drawn) do in these assays?
mcGAS RapidFire: -4

How did CC(C)(C(=O)NCc1ccccn1)c1ccccc1 do in these assays?
mcGAS RapidFire: -5

What do the screens show for `O=C(c1cc(F)cc2c1OCOC2)N1CCOC(COCc2cccc(C(F)(F)F)c2)C1` (stereo not drawn)?
mcGAS RapidFire: -5

How did Cc1cccc(C(N)=NOC(=O)CCC2CCCCC2)c1 do in these assays?
mcGAS RapidFire: -4

How did COc1ccc(S(=O)(=O)NC(=O)C2(C)CCN2C(=O)Cc2cccc3ccccc23)cc1 (stereo not drawn) do in these assays?
mcGAS RapidFire: -3

What do the screens show for `CC(C)(C(=O)NCc1ccccc1-n1cncn1)n1cccc1`?
mcGAS RapidFire: -13

What do the screens show for `CN=C(NC#N)NCCSCc1nc[nH]c1C`?
mcGAS RapidFire: -13&-6

What do the screens show for `COCCCNc1nc2nonc2nc1N(C)C(C)c1nc(C)sc1C` (stereo not drawn)?
mcGAS RapidFire: -10

Results for COC(=NC(=C(Cl)Cl)c1ccccc1)c1ccccc1 ?
mcGAS RapidFire: -12

Results for Cc1ccc(Cn2c(=O)c3c(nc4n(CCOCCO)c(C)cn34)n(C)c2=O)cc1 ?
mcGAS RapidFire: -7

What do the screens show for `CN(Cc1ccccc1)Cc1cc(C(=O)N(C)CC2CCCO2)no1` (stereo not drawn)?
mcGAS RapidFire: -10

Results for CC1CN(S(=O)(=O)c2ccc(/C=C/C(=O)c3ccccc3)s2)CC(C)O1 (stereo not drawn) ?
mcGAS RapidFire: -4

Results for Cc1ccc(S(=O)(=O)c2nc(C)oc2NCc2ccccc2)cc1 ?
mcGAS RapidFire: -15

How did CN(Cc1ccncc1)CC1CCCN(CCc2cccc(C(F)(F)F)c2)C1 (stereo not drawn) do in these assays?
mcGAS RapidFire: -1

What do the screens show for `CN(CCc1ccccc1)C1CCCN(C(=O)c2c[nH]c(=O)cc2O)C1` (stereo not drawn)?
mcGAS RapidFire: -26

Results for C=Cc1ccc(Cn2c(C)c(C(=O)N(C)Cc3cccc(OC)c3)sc2=O)cc1 ?
mcGAS RapidFire: -11

Results for CCN(Cc1ccccc1)C(=O)CCN1[C@@H]2CC[C@H]1CC(O)C2 (stereo partly drawn) ?
mcGAS RapidFire: -18

What do the screens show for `COC(=O)C1=C(O)/C(=C\c2ccc([N+](=O)[O-])cc2)SC1=Nc1ccccc1OC`?
mcGAS RapidFire: 1

What do the screens show for `CC1CCN(Cc2nnnn2CC(=O)NCc2csc(-c3cccs3)n2)CC1`?
mcGAS RapidFire: -8&1

Results for O=c1[nH]nc(-c2nnc3n2-c2ccccc2SC3)c2ccccc12 ?
mcGAS RapidFire: -2

What do the screens show for `O=C(c1csc(-c2cccs2)n1)N1CCC2(CC1)C(=O)NCN2c1ccccc1`?
mcGAS RapidFire: -3

Results for CC(C)(C)c1nnc(N/N=C\c2ccc(O)cc2)[nH]c1=O ?
mcGAS RapidFire: -6

Results for CC1(C)CC(=O)CC(=NN2CCOCC2)C1 ?
mcGAS RapidFire: -11

How did CC(N)=C(C#N)C(=O)COC(=O)c1cnccn1 do in these assays?
mcGAS RapidFire: -13

Results for COc1cccc(NS(=O)(=O)c2ccc3c(cnn3C(C)C)c2)c1 ?
mcGAS RapidFire: 3

What do the screens show for `Cc1cc(C)c(C)c(S(=O)(=O)N2CCN(Cc3nc4cc(Cl)ccc4c(=O)[nH]3)CC2)c1C`?
mcGAS RapidFire: -1

Results for CCS(=O)(=O)Oc1ccc(CNCCOC)cc1 ?
mcGAS RapidFire: -7

Results for Cc1cc(C(=O)N2CCN(C)C(C(=O)O)C2)c2cccc(C)c2n1 (stereo not drawn) ?
mcGAS RapidFire: -1

Results for CN(CCCn1c(=O)oc2ccccc21)C(c1cccc(F)c1)c1cnn(C)c1 (stereo not drawn) ?
mcGAS RapidFire: -2

How did OCCNN=C1CC(c2ccccc2)Oc2ccccc21 (stereo not drawn) do in these assays?
mcGAS RapidFire: -5

What do the screens show for `Cn1c2ccccc2n2c3ncccc3c(=O)c(C#N)c12`?
mcGAS RapidFire: 7

How did CC(C)Cc1nnc2sc(C3CC(=O)N(c4cccc(F)c4)C3)nn12 (stereo not drawn) do in these assays?
mcGAS RapidFire: -8

What do the screens show for `CCc1ccc(NC(=O)CS(=O)(=O)c2ccc(Cl)cc2)cc1`?
mcGAS RapidFire: -1

How did Nc1c(C(=O)CSc2ncccn2)c(=O)[nH]c(=O)n1C1CC1 do in these assays?
mcGAS RapidFire: -2

Results for COCCNC(=O)c1nc(Cn2c(C(F)(F)F)nc3ccccc32)no1 ?
mcGAS RapidFire: 0

Results for O=C(c1ccc(Cl)cc1)N1N=C(C(F)(F)F)CC1(O)c1ccncc1 (stereo not drawn) ?
mcGAS RapidFire: -13

What do the screens show for `Cc1ccc(OCCOc2cccc3cccnc23)c(I)c1`?
mcGAS RapidFire: -3

What do the screens show for `Cn1ccsc1=NC(=O)CNC(=O)Cc1cccc2ccccc12`?
mcGAS RapidFire: -22

How did O=C(NCC1CCCN(Cc2cccn2-c2nccs2)C1)c1cccs1 (stereo not drawn) do in these assays?
mcGAS RapidFire: 0

Results for COc1ccc(-c2cn3nc(SCC(=O)Nc4cccc(C)c4C)ccc3n2)cc1 ?
mcGAS RapidFire: -8

How did CN=c1scc(-c2cccs2)n1N=Cc1ccco1 do in these assays?
mcGAS RapidFire: -7

What do the screens show for `O=C(Cc1cccnc1)N1CCOC(Cc2cccc(C(F)(F)F)c2)C1` (stereo not drawn)?
mcGAS RapidFire: -4

Results for CCCC1(NC(=O)c2cncc(Cl)c2)CC1 ?
mcGAS RapidFire: -14

Results for CC(Nc1ncccc1C#N)c1ccccc1OC(F)F (stereo not drawn) ?
mcGAS RapidFire: -1

How did O=C1CCc2cc(-c3csc(=Nc4ccccc4)n3CCc3c[nH]c4ccccc34)ccc2N1 do in these assays?
mcGAS RapidFire: -13

Results for CCc1ccc(CN(C)CC(=O)NN2C(=O)NC3(CCCCC3)C2=O)cc1 ?
mcGAS RapidFire: -4

How did CCn1nc(C(C)C)cc1C(=O)NC(C)c1cnn(-c2ccccc2C)c1C (stereo not drawn) do in these assays?
mcGAS RapidFire: 0&3

Not a retest: three of the compounds above.
Results for O=C(c1ccc(Cl)cc1)N1N=C(C(F)(F)F)CC1(O)c1ccncc1 (stereo not drawn) ?
mcGAS RapidFire: -13

What do the screens show for `Cc1ccc(OCCOc2cccc3cccnc23)c(I)c1`?
mcGAS RapidFire: -3

What do the screens show for `Cn1ccsc1=NC(=O)CNC(=O)Cc1cccc2ccccc12`?
mcGAS RapidFire: -22

More structures.
How did COc1ccc(CCN2CC(NC(=O)CNC(C)=O)CC2=O)cc1 (stereo not drawn) do in these assays?
mcGAS RapidFire: 10

How did CCOC(=O)CNc1c(-c2ccccc2Cl)nc2ccc(Br)cn12 do in these assays?
mcGAS RapidFire: -2

How did CNc1cc(C(=O)N2CCCN(Cc3ccc(F)cc3)C(C(C)C)C2)ccn1 (stereo not drawn) do in these assays?
mcGAS RapidFire: -7

What do the screens show for `COc1ccc(N2CCN(C(=O)C3CCCCC3C(=O)NCCNc3cccc4ccccc34)CC2)cc1` (stereo not drawn)?
mcGAS RapidFire: -3

Results for COc1ccc(Cn2ccc3c(cnc4nc(-c5ccncc5)nn43)c2=O)cc1 ?
mcGAS RapidFire: -4

Results for CCCN(CC1CC1)C(=O)c1ccc2ccccc2c1O ?
mcGAS RapidFire: -1

What do the screens show for `COC(CC(=O)O)c1nc2ccccc2s1` (stereo not drawn)?
mcGAS RapidFire: -6&-6&-6

How did CCCN(CC)c1ccc(C(=O)O[C@H]2C(=O)OCC2(C)C)cc1 do in these assays?
mcGAS RapidFire: 3

Results for CC(OC(=O)c1cc(Cl)c(O)c(Cl)c1)c1ccc(F)cc1 (stereo not drawn) ?
mcGAS RapidFire: -3

Results for COCCNC(=S)NN=CC1CCCCC1 ?
mcGAS RapidFire: -8

Results for O=C(Nc1ccnn1C1CCCCC1)C1CC1c1cccc(F)c1 (stereo not drawn) ?
mcGAS RapidFire: -20

What do the screens show for `N#CC(C#N)=CC1=C2OC(c3ccccc3)=CC(c3ccccc3)=C2CCC1`?
mcGAS RapidFire: 23

What do the screens show for `COc1cccc(Oc2ncnc3sc4c(c23)CCC4)c1`?
mcGAS RapidFire: -1

What do the screens show for `CC(Oc1ccc(Cl)cc1)C(=O)NC(C)c1cccs1` (stereo not drawn)?
mcGAS RapidFire: -13

How did COc1cc(OC)c(CN2CCN(C)C(C(=O)O)C2)cc1Cl (stereo not drawn) do in these assays?
mcGAS RapidFire: -7

Results for COc1ccc(OC)c(C2CCN(Cc3cccs3)C2)c1 (stereo not drawn) ?
mcGAS RapidFire: -15

How did CSc1ccc(/C=C2\C(=N)N3N=CSC3=NC2=O)cc1 do in these assays?
mcGAS RapidFire: 15

Results for NCCC12CC3CC(CC(C3)C1)C2 ?
mcGAS RapidFire: -20

What do the screens show for `CC(NC(=O)CCc1nnc(CCc2c[nH]c3ccccc23)o1)c1ccccc1Cl` (stereo not drawn)?
mcGAS RapidFire: -5

How did O=C(CSc1nc2c(c(=O)n1-c1ccccc1)SCC2)N1CCc2ccccc21 do in these assays?
mcGAS RapidFire: -11

Results for CC(=O)Nc1cccc(Oc2nc(NCCN(C)C)nc3ccsc23)c1 ?
mcGAS RapidFire: 7

Structures shown so far that have an NH in an aromatic ring, in the order listed:
Results for O=C(OCc1nc2ccccc2c(=O)[nH]1)c1cc2c(s1)CCCC2 ?
mcGAS RapidFire: -4

How did N#Cc1c[nH]c(C(=O)N2CCCC2C(=O)NCc2ccco2)c1 (stereo not drawn) do in these assays?
mcGAS RapidFire: 1

Results for CCOC(=O)Cc1c(C)nc2c(-c3ccccc3)c(C)[nH]n2c1=O ?
mcGAS RapidFire: 12

Results for CN(C)C1(CNC(=O)c2ccc[nH]c2=O)Cc2ccccc2C1 ?
mcGAS RapidFire: -8

What do the screens show for `CCN(CC)S(=O)(=O)c1ccc(NN=C(C)c2ccc[nH]2)nc1`?
mcGAS RapidFire: 2

Results for Nc1cc(=O)[nH]c(SCCOc2c(Cl)cccc2Cl)n1 ?
mcGAS RapidFire: -12

What do the screens show for `CN=C(NC#N)NCCSCc1nc[nH]c1C`?
mcGAS RapidFire: -13&-6

What do the screens show for `CN(CCc1ccccc1)C1CCCN(C(=O)c2c[nH]c(=O)cc2O)C1` (stereo not drawn)?
mcGAS RapidFire: -26

Results for O=c1[nH]nc(-c2nnc3n2-c2ccccc2SC3)c2ccccc12 ?
mcGAS RapidFire: -2

Results for CC(C)(C)c1nnc(N/N=C\c2ccc(O)cc2)[nH]c1=O ?
mcGAS RapidFire: -6

What do the screens show for `Cc1cc(C)c(C)c(S(=O)(=O)N2CCN(Cc3nc4cc(Cl)ccc4c(=O)[nH]3)CC2)c1C`?
mcGAS RapidFire: -1

How did Nc1c(C(=O)CSc2ncccn2)c(=O)[nH]c(=O)n1C1CC1 do in these assays?
mcGAS RapidFire: -2

How did O=C1CCc2cc(-c3csc(=Nc4ccccc4)n3CCc3c[nH]c4ccccc34)ccc2N1 do in these assays?
mcGAS RapidFire: -13

What do the screens show for `CC(NC(=O)CCc1nnc(CCc2c[nH]c3ccccc23)o1)c1ccccc1Cl` (stereo not drawn)?
mcGAS RapidFire: -5

High-throughput results (PubChem BioAssay)

An excerpt (hit frequency here may not be typical).
